FLuc modulator = inhibits or activates purified firefly luciferase, miR-21 counter-screen | AID 588342 | Potency, µM (series often up to 57.5 µM), for inactives: at the highest dose activity change, negative = inhibition, most hits filed as inhibitors | purified FLuc, Km substrates, luminescence inhibition | actives 6.9% (n = 360,000) | P08659; active means well fitted inhibition curve with a large enough effect; inconclusive means small, poorly fitted or top-dose-only effect;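 further: plate controls were vehicle for no effect and reference inhibitor for full effect; nearly all actives have a fitted effect of over 55% in size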
Target sequence (P08659 whole entry, looked up): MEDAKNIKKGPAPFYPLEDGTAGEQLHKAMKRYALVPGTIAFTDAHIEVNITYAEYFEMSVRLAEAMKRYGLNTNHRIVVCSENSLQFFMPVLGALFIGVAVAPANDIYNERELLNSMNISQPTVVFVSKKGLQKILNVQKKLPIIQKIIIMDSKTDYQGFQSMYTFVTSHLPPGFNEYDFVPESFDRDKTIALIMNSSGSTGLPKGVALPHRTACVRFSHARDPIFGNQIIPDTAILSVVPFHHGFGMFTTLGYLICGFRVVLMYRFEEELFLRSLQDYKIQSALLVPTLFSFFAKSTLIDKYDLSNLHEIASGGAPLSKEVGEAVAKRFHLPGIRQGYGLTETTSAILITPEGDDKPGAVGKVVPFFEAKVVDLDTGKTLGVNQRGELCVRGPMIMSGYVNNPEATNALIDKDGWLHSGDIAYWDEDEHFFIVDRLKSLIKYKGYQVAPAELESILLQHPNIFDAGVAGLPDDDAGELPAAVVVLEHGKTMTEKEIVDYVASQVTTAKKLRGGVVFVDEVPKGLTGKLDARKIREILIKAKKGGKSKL
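Purified P. pyralis luciferase, 10 nM final, with Km-level 10 uM D-luciferin and 10 uM ATP in 50 mM Tris acetate pH 7.5, 10 mM Mg acetate, 0.01% Tween-20, 0.05% BSA; 6-point qHTS titration about 60 µM downward; luminescence read.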
* = called active by the depositor; u = inconclusive. Potency means the concentration at half of the fitted maximal effect. The list is partial; the hit share may differ from the screen's.

canonical_smiles	FLuc modulator
O=C(NC1(C(F)(F)F)N=C(c2ccccc2)N(Cc2ccccc2)C1=O)c1ccc(F)cc1 (centres undefined)	-10%
COc1ccc(-c2cc(C(F)(F)F)n3nc(C(=O)Nc4ccc(Cl)cc4C(F)(F)F)cc3n2)cc1OC	-3%
CCc1ccc(-n2c(=O)c3c4c(sc3n(Cc3ccccc3C#N)c2=O)CCC4)cc1	-2%
Cn1cc(C(c2ccccc2)c2ccc(Cl)s2)c2ccccc21 (centres undefined)	-8%
CCOC(=O)c1cnc(NCc2ccc(OC)cc2OC)c2ccccc12	-8%
CC(C)COc1ccc(Nc2ncnc3ccc(Br)cc23)cc1	-9%
CC1=C(C(=O)Nc2cccnc2)C(c2ccccc2)n2nc(SCc3ccccc3Cl)nc2N1 (centres undefined)	-3%
Cc1ccc(Cl)cc1NC(=O)N1CCC(CN2CCc3ccccc3C2)CC1	-6%
CCc1ccc(S(=O)(=O)c2nnn3c2nc(N2CCC(C(N)=O)CC2)c2cc(Cl)ccc23)cc1	-3%
Cc1cc2c(cc1S(=O)(=O)Nc1cccc(C(F)(F)F)c1)OCCN2C	2%
CCOc1ccc(C(=O)Nc2cccc(C(=O)OCc3cc(=O)n4cc(C)sc4n3)c2)cc1	-4%
O=C(/C=C/c1ccccc1)N1CCN(Cc2cc(=O)n3nc(-c4ccccc4Cl)sc3n2)CC1	-13%
CCc1ccc(S(=O)(=O)c2cn(CC(=O)Nc3ccc(C)cc3)c3ccccc3c2=O)cc1	5%
CCOC(=O)Cn1c(=O)n(C2CCCCC2)c2nc(-c3ccc(Cl)cc3)nc(C(N)=O)c21	1%
COc1ccc(NC(=O)C2CCN(S(=O)(=O)c3cccc(-c4noc(C)n4)c3)CC2)cc1OC	-9%
COc1ccc(-c2noc(C3CC(=O)N(c4ccc5c(c4)OCCO5)C3)n2)c(OC)c1 (centres undefined)	-2%
COc1ccc(N2Cc3cccc(C(=O)Nc4ccc(C)cc4)c3C2=O)cc1	-12%
CCOC(=O)c1ccc(Nc2nc3ccc(C(=O)c4ccccc4)cc3n3c(C)nnc23)cc1	-5%
CCOc1ccc(NC(=O)CCSc2nc(-c3ccc4c(c3)OCO4)cc(C(F)(F)F)n2)cc1	2%
CCCN(Cc1cccs1)C(=O)Nc1cc(OC)ccc1OC	-9%
Cc1ccc(NC(=O)C2CCCN(c3ncnc4onc(C)c34)C2)cc1Cl (centres undefined)	1%
COc1ccc(-n2ccnc(NCc3cccs3)c2=O)cc1OC	-2%
COc1cccc(CNS(=O)(=O)c2ccc3c(c2)C(C(C)C)C(=O)N3)c1 (centres undefined)	-7%
CC(=O)c1ccc(NC(=O)C(C)n2nc(-c3ccccc3)ccc2=O)cc1 (centres undefined)	0%
COc1ccccc1CNc1nc(-c2ccco2)nn1C(=O)c1cc(OC)c(OC)c(OC)c1	-8%
Cc1cccc(NC(=O)CN2C(=O)C(c3ccccc3)=NC23CCC(C)CC3)c1 (centres undefined)	3%
CCOc1ccc(NC(=O)Cc2csc(COc3cccc(C)c3)n2)cc1	-8%
Cc1ccc(Sc2c(C)nn(C(=O)c3ccc(Br)cc3)c2C)cc1	-8%
Cc1cc(N2CCN(c3cccc(C)c3C)CC2)n2nc(C)c(-c3ccc(Cl)cc3)c2n1	-3%
Cc1cc(NC(=O)CCn2c(=O)c3cccn3c3cccnc32)ccc1Br	3%

Three entries from above, set out differently.
O=C(NC1(C(F)(F)F)N=C(c2ccccc2)N(Cc2ccccc2)C1=O)c1ccc(F)cc1 (centres undefined)
  FLuc modulator: -10%

COc1ccc(-c2cc(C(F)(F)F)n3nc(C(=O)Nc4ccc(Cl)cc4C(F)(F)F)cc3n2)cc1OC
  FLuc modulator: -3%

CCc1ccc(-n2c(=O)c3c4c(sc3n(Cc3ccccc3C#N)c2=O)CCC4)cc1
  FLuc modulator: -2%

Next part:
canonical_smiles	FLuc modulator
Cn1cnc(S(=O)(=O)N2CCCC(C(=O)Nc3ccc(OC(F)(F)F)cc3)C2)c1 (centres undefined)	1%
Cc1cccc(-c2nc(CCNC(=O)Cc3ccccc3)cs2)c1	-19%
CCCCOc1ccc(NC(=O)c2cc3c(n(-c4ccc(Cl)cc4)c2=O)CCCC3=O)cc1	-1%
CCC(O)c1nc2ccccc2n1Cc1cccc(Cl)c1 (centres undefined)	6%
CC(=O)c1ccc(N2CCN(C(=O)CCCCn3c(=O)[nH]c4ccccc4c3=O)CC2)cc1	2%
CCn1c(=O)sc2cc(NS(=O)(=O)c3ccc(F)c(C)c3)ccc21	-15%
Cc1ccc(CCNC(=O)CCSCc2ccccc2F)cc1	-14%
COc1ccc(CCNC(=O)c2cn(C)c3ccc(S(=O)(=O)N(C)C)cc3c2=O)cc1OC	-9%
Cc1ccc(NC(=O)CN2C(=O)C(c3ccc(C(C)(C)C)cc3)=NC2(C)C)cc1	-8%
COc1ccc(C2C(C(=O)Nc3ccccc3OC)=C(C)Nc3c(C(=O)Nc4ccccc4)cnn32)c(OC)c1 (centres undefined)	-4%
CCOc1cccc2sc(N(Cc3cccnc3)C(=O)c3ccco3)nc12	2%
O=C(NC1(C(F)(F)F)NC(=O)N(CCc2ccccc2)C1=O)c1ccccc1F (centres undefined)	2%
COc1ccc(N2CCN(C(c3ccccc3F)c3sc4nc(-c5ccco5)nn4c3O)CC2)cc1 (centres undefined)	u
CCC(=O)N1CCc2cc(S(=O)(=O)NC(Cc3ccccc3)C(=O)Nc3ccccc3C)ccc21 (centres undefined)	-6%
O=C(CN1CCSc2ccccc21)NCc1ccccc1F	1%
Cc1cccc(C(=O)Nc2ccc(OCc3cc(=O)n4ccsc4n3)cc2)c1	0%
Cc1c(Cl)cccc1NC(=O)c1cc(-c2cccc(Cl)c2)on1	-5%
CCOC(=O)CNC(=O)Nc1cc(C(=O)NCc2ccccc2OC)ccc1N1CCCC1	1%
Cc1ccc(NC(=O)Cn2c(=O)n(Cc3ccc4c(c3)OCO4)c(=O)c3ccc(C(=O)NC4CCCCC4)cc32)c(C)c1	-1%
CCCCOc1ccc(S(=O)(=O)Nc2cccc(-c3ccc(N4CCOCC4)nn3)c2)cc1	13µM*
COc1cccc(NS(=O)(=O)c2ccc3[nH]cc(C(=O)N(C)C4CCCCC4)c(=O)c3c2)c1	u
COc1ccc(OCC(=O)Nc2ccc(Cl)c(-c3nc4ncccc4o3)c2)cc1	-15%
Cc1ccc(CNC(=O)CN2CCN(Cc3ccc(F)cc3)C2=O)cc1	-11%
Cc1ccc(NC(=O)N2CC=C(c3c[nH]c4ccccc34)CC2)cc1Cl	1%
Cc1cccc(-n2c(SCC(=O)Nc3ccccc3C)nc3c(oc4ccccc43)c2=O)c1	-2%
C=C(C)CSc1nc2sc3c(c2c(=O)n1CCCC)CCCC3	6%
Cc1ccccc1-c1nc2scc(CCNS(=O)(=O)c3ccccc3)n2n1	-12%
Cc1cccc(-c2c3c(=O)n(C)c(=O)n(C)c3cn2-c2cc(N)c(Cl)cc2Cl)c1	3%
CCOC(=O)c1cc(S(=O)(=O)N2CCN(c3ccc(OC)cc3)CC2)[nH]n1	-12%
O=C(COc1ccccc1F)OCc1cc(=O)n2nc(C3CCCCC3)sc2n1	-14%
COc1ccc2c(c1)c1c(c(=O)n(-c3ccc(OC)c(OC)c3)c(=O)n1Cc1ccccc1F)n2C	6%
CN(C)c1ccc(NC(=O)CSc2nc3ccsc3c(=O)n2CCCCCC(=O)O)cc1	u
COc1cc(NC(=O)N2c3ccccc3Sc3ccccc32)cc(OC)c1	-3%
CCc1cc2c(cc3c(=O)n(CC(=O)NCCc4ccc(OC)c(OC)c4)ncn32)s1	-4%
CCOC(=O)COc1cc(C)c(Cl)cc1C(=O)c1ccn2nc(-c3ccc(OC)cc3)cc2n1	u
CCOc1ccc(CCNC(c2cccc(Cl)c2)c2nnc(-c3ccccc3)o2)cc1OCC (centres undefined)	2%
COc1ccc(-c2nc(C)c(CCNC(=O)C(=O)Nc3ccccc3C#N)s2)cc1OC	3%
Cc1ccc2nc(COc3ccccc3NC(=O)Nc3ccc(F)c(Cl)c3)cc(=O)n2c1	-18%
CN1CCN(C(c2ccccc2Cl)c2sc3nc(-c4ccco4)nn3c2O)CC1 (centres undefined)	-11%
Cc1ccc(CCNC(=O)Cn2ncc3c(=O)oc4ccccc4c32)cc1	-7%
COc1ccc(C(=O)Nc2ccccc2-c2nc(-c3ccc(OC)cc3)no2)cc1	-4%
Cc1cc(N2CCN(c3ccccc3F)CC2)n2cnnc2n1	-5%
CCOC(=O)c1sc2ccccc2c1S(=O)(=O)Nc1ccc(CC)cc1	-5%
COc1ccc(C(=O)Nc2ccccc2SCc2cc(=O)c3cccc(C)c3[nH]2)cc1	-13%
CCN(CC)S(=O)(=O)c1ccc2c(c1)c(=O)c(C(=O)N1CCN(c3ccc(OC)cc3)CC1)cn2C	-11%
CCOC(=O)c1ccccc1NC(=O)Cn1c(=O)n(CCC(=O)N2CCc3ccccc3C2)c(=O)c2ccccc21	3%
CC(=O)N1c2ccc(S(=O)(=O)N3CCCCCC3)cc2CC1C(=O)NC(C)C (centres undefined)	-2%
CCOc1ccc(C(=O)NCCc2sc(-c3ccc(C)cc3)nc2C)cc1	u
COc1ccccc1CNC(=O)Cc1c(C)c2c(cc(C)c3c(C)coc32)oc1=O	-2%
CCCNC(=O)C1CCC(Cn2c(=O)c3sccc3n(Cc3ccccc3C)c2=O)CC1 (centres undefined)	-2%
COc1ccccc1NC(=O)c1c(NCc2ccc(C)o2)sc2c1CCCCC2	u
Cc1cc(O)c(C(c2ccc(F)cc2)N2CCCCC2)c(=O)n1Cc1ccco1 (centres undefined)	-17%
COc1cccc(-c2cc(C(=O)Nc3ccc(F)cc3)[nH]n2)c1	1.7µM*
COc1cc(-c2nc3nc(C)cc(C)n3c2Nc2ccc(Cl)cc2)ccc1O	-9%
CC1=C(C(=O)Nc2ccccc2)C(c2ccc(F)cc2)n2nc(SCc3cc(C)ccc3C)nc2N1 (centres undefined)	-3%
CCC(=O)Nc1ccc2nc(SCCOc3ccccc3)sc2c1	-9%
COc1ccc(C(CC(=O)NCc2ccc(Cl)cc2)N2Cc3ccccc3C2=O)cc1OC (centres undefined)	-1%
Cc1cc(O)c(C(c2ccccc2Cl)N2CCCCC2)c(=O)n1Cc1ccco1 (centres undefined)	-16%
COc1ccc(-c2noc(CCC(=O)Nc3cccc(C)c3C)n2)cc1OC	-13%
O=C(CCS(=O)(=O)c1cc2c(cc1Cl)NC(=O)CO2)NCc1ccccc1Cl	-2%

Next section:
canonical_smiles	FLuc modulator
Cc1ccc(Cc2c(C)nc3nc(SCC(=O)NC4CCC(C)CC4)nn3c2C)cc1 (centres undefined)	-17%
CC(C)(C)c1ccc(CSC2=Nc3ccccc3C3=NC(CC(=O)NCc4cccs4)C(=O)N23)cc1 (centres undefined)	-7%
Cc1cccc(NCc2nc3ccccc3n2CCOc2ccccc2C)c1	1%
Cc1ccc(Oc2c(C(F)(F)F)oc3c(CN4CCCCC4)c(O)ccc3c2=O)cc1	-1%
COc1cc(C(=O)N2CCc3c([nH]c4ccccc34)C2c2ccc(F)cc2)cc(OC)c1OC (centres undefined)	2%
CCC(C(=O)NCCc1cc(OC)ccc1OC)n1nc(C)c2c(C)n(-c3ccccc3)nc2c1=O (centres undefined)	1%
CCc1ccc(NC(=O)CN(c2ccc(Cl)cc2)S(=O)(=O)c2ccsc2C(=O)OC)cc1	3%
COc1ccc(S(=O)(=O)NCCS(=O)(=O)N2CCN(c3ccccc3)CC2)cc1OC	-1%
CC(C)c1ccc(C(=O)Nc2ccc(-c3nc4ccccc4s3)c(Cl)c2)cc1	-10%
Cc1c(C2=CCN(S(=O)(=O)c3ccc(Cl)cc3)CC2)c2ccccc2n1CC(=O)N1CCCC1	-5%
Cc1ccc(NC(=O)c2ccc(CN3CC(=O)N4CCCCC4C3=O)cc2)cc1C (centres undefined)	u
CC1CCC(NC(=O)C2(C)Cc3ccccc3C(=O)N2Cc2ccccc2Cl)CC1 (centres undefined)	4%
COc1ccc(C2=CC(c3ccccc3Cl)n3nc(-c4ccc(C)cc4)nc3N2)cc1 (centres undefined)	-7%
COc1cc(C)c(C)cc1S(=O)(=O)Nc1cccc(-c2ccc(N3CCOCC3)nn2)c1	27µM*
Cc1cccc(N(C)C(=O)CCNS(=O)(=O)c2ccc3c(c2)CCN3C(=O)C2CC2)c1	5%

Shown with each value named: part of the list above.
CN(C)c1ccc(NC(=O)CSc2nc3ccsc3c(=O)n2CCCCCC(=O)O)cc1
  FLuc modulator: u

Cn1cnc(S(=O)(=O)N2CCCC(C(=O)Nc3ccc(OC(F)(F)F)cc3)C2)c1 (centres undefined)
  FLuc modulator: 1%

CCc1ccc(S(=O)(=O)c2cn(CC(=O)Nc3ccc(C)cc3)c3ccccc3c2=O)cc1
  FLuc modulator: 5%

CCOC(=O)Cn1c(=O)n(C2CCCCC2)c2nc(-c3ccc(Cl)cc3)nc(C(N)=O)c21
  FLuc modulator: 1%

Assay outcomes (PubChem BioAssay)
